# PAFAH2 FP inh = PAFAH2 enzyme inhibitors, primary screen, biochemical, fluorescence polarization, human; AID 492956, 2010; Platelet-activating factor acetylhydrolase 2, cytoplasmic (Homo sapiens), Q99487; recombinant PAFAH2, FP-rhodamine activity probe; inhibition, % at 3.39 µM; 340,000 tested, 0.99% active;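 active = inhibition above the mean over all tested compounds plus 3 SD, cut at about 30% in these data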;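 note: inhibitors block probe labeling of enzyme so polarization drops; 0% = enzyme with DMSO and 100% = wells lacking PAFAH2 protein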
# LYPLA1 counter = LYPLA1 inhibitors, primary screen, counter-screen for PME1 inhibitor project, biochemical, fluorescence polarization, FP-Rh probe ABPP; Acyl-protein thioesterase 1 (Homo sapiens), O75608; recombinant LYPLA1; inhibition, % at 5.9 µM; 320,000 tested, 0.16% active;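 active = inhibition above the mean of all tested compounds plus 3 SD, set per campaign, cut at about 14% in these data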;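 note: inhibitors block serine hydrolase probe labeling of LYPLA1 so polarization falls; 0% = enzyme with DMSO and 100% = wells lacking LYPLA1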
# PME-1 primary = PME-1 inhibitors via competitive probe labeling, primary screen, biochemical, fluorescence polarization, FP-Rh probe, HTS. Protein phosphatase methylesterase 1 (Homo sapiens), Q9Y570. recombinant PME-1. inhibition, % at 5.9 µM. 320,000 tested, 0.53% active. AID 2130, 2009;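 active = inhibition above the campaign mean of all compounds plus 3 SD, cut at about 26% in these data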;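 note: competitive labeling of PME-1 active site by serine hydrolase directed probe; 0% = PME-1 with DMSO and 100% = wells lacking PME-1 enzyme; inhibitors block probe labeling so polarization falls and inhibition rises; many of its hits are not listed in these tables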
# Target sequence (Q9Y570 whole entry, looked up): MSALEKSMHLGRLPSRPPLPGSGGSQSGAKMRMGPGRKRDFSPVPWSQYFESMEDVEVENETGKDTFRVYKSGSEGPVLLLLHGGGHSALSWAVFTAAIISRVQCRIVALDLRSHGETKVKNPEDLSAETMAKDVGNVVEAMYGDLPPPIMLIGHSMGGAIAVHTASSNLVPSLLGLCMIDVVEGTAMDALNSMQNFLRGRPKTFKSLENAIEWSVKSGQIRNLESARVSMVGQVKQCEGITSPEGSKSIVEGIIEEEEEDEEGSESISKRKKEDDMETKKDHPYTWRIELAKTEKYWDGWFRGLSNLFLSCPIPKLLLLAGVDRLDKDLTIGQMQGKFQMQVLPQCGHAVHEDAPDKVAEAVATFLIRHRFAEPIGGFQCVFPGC
# pPAFAH FP inh = pPAFAH enzyme inhibitors, primary screen, biochemical, fluorescence polarization, human | Platelet-activating factor acetylhydrolase (Homo sapiens), Q13093 | inhibition, % at 3.39 µM | recombinant pPAFAH, FP-rhodamine probe fluorescence polarization | 330,000 tested, 1.5% active | AID 463082, 2010;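 active = inhibition above the mean inhibition across the screen plus 3 SD, cut at about 25% in these data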;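 note: inhibitors block binding of the rhodamine activity-based probe so polarization drops; 0% = enzyme with DMSO and 100% = wells lacking pPAFAH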
# PAFAH1B2 FP inh = PAFAH1B2 enzyme inhibitors, primary screen, biochemical, fluorescence polarization, human | inhibition, % at 3.39 µM | recombinant PAFAH1B2, FP-rhodamine activity probe | AID 492953, 2010 | 340,000 tested, 1.2% active;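 active = inhibition above the mean of all tested compounds plus 3 SD, cut at about 24% in these data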;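 note: 0% = enzyme with DMSO and 100% = wells lacking PAFAH1B2; many of its hits are not listed in these tables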
# Target sequence (P68402 whole entry, looked up): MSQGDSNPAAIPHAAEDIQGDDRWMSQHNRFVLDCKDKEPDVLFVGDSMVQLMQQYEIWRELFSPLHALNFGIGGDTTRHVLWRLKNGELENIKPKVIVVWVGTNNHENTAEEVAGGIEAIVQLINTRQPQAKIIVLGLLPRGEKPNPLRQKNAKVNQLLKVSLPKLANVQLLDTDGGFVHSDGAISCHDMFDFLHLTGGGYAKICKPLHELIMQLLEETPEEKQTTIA
# PAD4 inh = human PAD4 inhibitors, primary screen, biochemical, fluorescence polarization, 1536-well format; Protein-arginine deiminase type-4 (Homo sapiens), Q9UM07; recombinant PAD4, RCA probe fluorescence polarization; inhibition, % at 6.36 µM; 330,000 tested, 0.41% active; AID 485272, 2010;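 active = percent inhibition above a cutoff equal to the mean of all tested compounds plus 3 SD, cut at about 15% in these data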;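 note: 0% = PAD4 with RCA probe and DMSO and 100% = probe without PAD4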
# PAFAH1B3 inh = PAFAH1B3 enzyme inhibitors, primary screen, biochemical, fluorescence polarization, human; Platelet-activating factor acetylhydrolase IB subunit alpha1 (Homo sapiens), Q15102; 340,000 tested, 0.28% active; recombinant PAFAH1B3, FP-rhodamine probe; inhibition, % at 3.39 µM;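 active = inhibition above the screen-wide average of all tested compounds plus 3 SD, cut at about 25% in these data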;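 note: 0% = enzyme with DMSO only and 100% = wells lacking PAFAH1B3 protein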
# Target sequence (Q15102 whole entry, looked up): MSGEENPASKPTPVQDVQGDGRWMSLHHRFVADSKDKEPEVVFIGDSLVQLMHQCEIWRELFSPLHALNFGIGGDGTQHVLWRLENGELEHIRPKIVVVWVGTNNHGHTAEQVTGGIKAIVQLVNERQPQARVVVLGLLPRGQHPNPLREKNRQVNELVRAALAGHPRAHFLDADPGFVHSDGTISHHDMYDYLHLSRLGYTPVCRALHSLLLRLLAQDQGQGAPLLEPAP
# GSTO1 counter = inhibitors of recombinant GSTO1, primary screen, counter-screen for RBBP9 inhibitor project, biochemical, fluorescence polarization | 300,000 tested, 1.1% active | activity-based probe fluorescence polarization | inhibition, % at 5.96 µM;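 active = inhibition above the campaign mean inhibition plus 3 SD, cut at about 35% in these data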;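 note: 0% = GSTO1-1 with DMSO and 100% = wells lacking GSTO1-1 enzyme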
# LYPLA2 counter = LYPLA2 inhibitors, primary screen, counter-screen for PME1 inhibitor project, biochemical, fluorescence polarization, FP-Rh probe ABPP. Acyl-protein thioesterase 2 (Homo sapiens), O95372. recombinant LYPLA2. inhibition, % at 5.9 µM. 320,000 tested, 0.38% active. AID 2177, 2009;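 active = inhibition above the screen-wide mean plus 3 SD, limit set per campaign, cut at about 26% in these data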;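 note: 0% = LYPLA2 with DMSO and 100% = wells lacking LYPLA2 enzyme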
# Starred values were filed as active, the others as inactive; . = not tested or not shown. Only part of the results is shown. The share of hits here may be higher or lower than overall.
SMILES,PAFAH2 FP inh,LYPLA1 counter,PME-1 primary,pPAFAH FP inh,PAFAH1B2 FP inh,PAD4 inh,PAFAH1B3 inh,GSTO1 counter,LYPLA2 counter
Cc1ccc(C(=O)N2c3ccccc3NC(=O)C2C)cc1 (stereo not given),0,-3,0,-1,16,-1,8,2,0
CCCCN(C)C(=O)c1cn(CC)c2ccc(S(=O)(=O)N(C)C)cc2c1=O,3,-4,-1,4,-2,0,1,1,-3
O=C(CCc1ccccc1)Nc1ccc2ccccc2n1,3,6,2,8,9,-2,-5,0,-5
O=C(CC1OC(=O)c2ccccc21)Nc1cc(S(=O)(=O)N2CCOCC2)ccc1OCC(F)(F)F (stereo not given),2,0,-1,1,0,2,-2,-7,-1
Cc1ccc(NC(=S)N2CCCCCC2)cc1,3,0,-2,9,5,-4,-1,0,-4
O=C(COC(=O)C1CCN(c2ccc(C(F)(F)F)cn2)CC1)NCc1ccccc1,5,-3,2,4,9,3,4,.,-2
CC1(C)Cc2ccccc2C(N/N=C/c2ccc(Cl)cc2)=N1,-2,-3,4,5,3,1,10,-1,-2
Cc1cc(OC(=O)c2ccc(S(=O)(=O)N3CCCC3)cc2)c([N+](=O)[O-])c(=O)[nH]1,7,0,0,3,4,-7,4,3,4
Cc1nc2cc(NC(=O)N(C)c3ccc4ccccc4c3)ccc2o1,2,0,-2,5,6,-10,13,7,6
N#CCCN(C(=O)COC(=O)c1n[nH]c2ccccc12)c1ccccc1,0,.,.,11,-1,-2,-1,.,.
CC(=O)Nc1ccc(N(C(=O)CNC(=O)c2cccs2)C(C(=O)NC(C)(C)C)c2ccccc2)cc1 (stereo not given),-3,-1,0,3,1,-4,1,3,-4
NC(=O)c1cc(S(=O)(=O)Nc2cccc(F)c2)co1,6,0,3,0,-6,-2,10,2,-4
C=CCc1cccc2cc(C(=O)OCC(=O)c3ccccc3)c(=O)oc12,-8,3,-1,16,2,2,-9,4,-2
CSCCC(NC(=O)c1cccc(C)c1)C(=O)OCN1C(=O)c2ccccc2C1=O (stereo not given),5,1,4,0,2,-6,6,21,-4
CCCCOC(=O)CSc1nnc(N)s1,1,-1,2,-1,0,1,-3,1,-6
CCOC(=O)N1CCN(C(=O)/C(=C/c2cccs2)NC(=O)c2cccs2)CC1,-4,-2,-1,4,0,-6,7,0,-7
CN(C)c1cccc(-c2csc(N3CCC(C(N)=O)CC3)n2)c1,-3,.,.,2,10,-2,14,.,.
O=C(OCC(=O)N1CCc2ccccc2C1)c1ccc(N2CCOCC2)c([N+](=O)[O-])c1,15,1,-1,6,7,-5,7,0,-4
Cc1cc(F)ccc1S(=O)(=O)Nc1ccccc1C(=O)N1CCCC1,1,0,1,1,14,0,3,.,0
CCOC(=O)c1c(C)[nH]c(C)c1C(=O)CSc1nnc(-c2ccncc2)n1C,-4,1,-3,-1,-1,-2,7,4,-2
CCOC(=O)CSC1=N/C(=C\c2cccnc2)C(=O)N1c1ccc(OC)cc1,5,2,1,-4,1,-5,3,1,-4
COc1ccc(S(=O)(=O)N(C)C(C)CCc2ccco2)cc1 (stereo not given),-12,-1,-2,15,4,-5,3,10,-3
O=C(O)CSc1nc2ccccc2[nH]1,1,4,7,2,7,0,5,7,10
C/C=C(/C)C(=O)Nc1cccc(C2=NOC3(C2)C[C@H](C(N)=O)N(C(=O)c2ccccc2)C3)c1 (stereo not given in full),-1,2,7,1,2,7,7,0,7
O=C(Cn1c(=O)c2cccn2c2ccccc21)NCCCN1CCCCC1,-6,3,-5,0,4,3,2,8,2
O=C1OC(c2ccc(O)cc2)(c2ccc(O)cc2)c2ccccc21,-6,0,-9,-1,7,0,1,-6,1
Cc1cc(NC(=O)COC(=O)[C@@H](NS(=O)(=O)c2ccccc2)C(C)C)no1,-1,4,-3,-4,-4,2,7,-7,4
CC(C)N1CC(O)=C(c2ccccc2)C1=N,-5,3,0,-2,2,-2,-7,8,1
CCNC(=O)NC(=O)C(C)OC(=O)C1CCN(S(=O)(=O)c2ccccc2F)CC1 (stereo not given),0,2,5,2,3,2,4,8,15
O=C(c1ccc(Oc2ccc([N+](=O)[O-])cc2)cc1)N1CCCCCC1,5,3,3,10,-3,3,-3,6,3
CCCCNC(=O)c1ccc(CNS(=O)(=O)c2ccc(Br)cc2)cc1,2,6,4,1,14,-1,4,-3,10
CC(=O)Nc1ccc(NC(=O)C(Sc2ccccc2)c2ccccc2)cc1 (stereo not given),9,-3,-1,0,4,-5,-5,-8,-6
O=C(COC(=O)C1(c2ccc(F)cc2)CCCC1)N1CCN(C(=O)c2ccco2)CC1,5,-5,0,3,33*,0,11,6,2
O=C(NC1CC1)[C@@H]1CSC2c3ccccc3C(=O)N21 (stereo not given in full),-1,3,-7,4,3,-4,2,6,0
Cc1ccc(CNC(=O)/C=C/C(=O)O)cc1,-4,-3,2,0,3,0,5,6,-2
Nc1cc(C(=O)O)c(Oc2ccc(Cl)cc2Cl)cc1C(=O)O,11,0,6,3,18,2,6,12,2
COc1cc(C(=O)Nc2ccc3c(c2)Cc2cc(NC(=O)c4cc(OC)c(OC)c(OC)c4)ccc2-3)cc(OC)c1OC,18,-5,3,1,0,1,5,-4,-6
Cc1cc(=O)[nH]c(N/N=C/c2ccccc2C(F)(F)F)n1,22,3,-5,-2,-1,1,1,7,2
CCn1c(=O)c2c(n3cnnc13)-c1ccccc1CC21CCCCC1,0,-2,4,4,26*,-2,7,1,-2
Cn1c(=O)c2c(ncn2CC(=O)N2CCN(S(=O)(=O)c3ccccc3)CC2)n(C)c1=O,2,-1,15,1,-5,4,7,-1,-2
COc1ccccc1N1CCN(C(CNS(=O)(=O)c2ccc(C)cc2)c2cccnc2)CC1 (stereo not given),2,0,3,1,-1,1,7,-2,3
COc1cccc(/C=C/C(=O)NCc2ccc(S(N)(=O)=O)cc2)c1,2,3,-5,7,-1,1,5,4,4
O=C(CSc1nnc2scc(-c3ccccc3)n12)N1CCN(Cc2ccccc2)CC1,9,6,2,3,14,-5,9,1,12
O=S(CCc1ccncc1)Cc1ccccc1 (stereo not given),-10,2,-4,5,-5,4,1,5,3
CCOc1ccc2nc(NC(=O)Cc3cccs3)sc2c1,-3,-5,2,0,-2,-3,13,-5,6
O=C(Cc1cc(=O)[nH][nH]1)N/N=C/c1c(F)cccc1Cl,3,-2,-1,2,-2,-16,5,34,-11
O=C(COc1ccccc1)N1CCN=C1c1ccccc1,-8,0,2,2,9,2,7,-7,6
O=C(C1CCC(CNS(=O)(=O)c2cccc3cccnc23)CC1)N1CCCC1 (stereo not given),-5,2,-5,4,-1,-2,-2,6,-4
COc1ccc(C2CC(c3ccc(OC)cc3O)=NN2C(=O)c2ccccc2)cc1 (stereo not given),-1,-5,-5,4,2,-4,4,-3,-5
COc1ccc(-c2cc(C(=O)n3cnc4ccccc43)c3ccccc3n2)cc1,-11,-3,-10,-1,2,-2,-4,6,-6
Cc1ccc2nc(Br)c3c(c2c1)OC(CBr)C3 (stereo not given),-8,-3,-3,3,-1,-4,-1,27,-5
N#Cc1ccc(C(=O)Nc2ccc3ccccc3c2)cc1,-1,-7,3,-4,3,-7,5,6,0
CN(CCCNC(=O)C1CCN(S(=O)(=O)N2CCC3(CC2)OCCO3)CC1)Cc1ccccc1,1,1,-2,8,-4,1,9,-2,2
Cc1cc(O)c(/C=N/Nc2ccc(Cl)cc2)c(=O)o1,12,-3,-1,3,2,-4,-2,1,-4
CC(C)(C)n1nc2c(c1NC(=O)COc1ccccc1F)CS(=O)(=O)C2,2,1,1,-2,0,-1,-1,-2,4
CCS(=O)(=O)N1CCC(C(=O)NC2CCCCC2)CC1,0,-6,-2,4,2,1,-4,4,-2
O=C(CCC(=O)Nc1ccc(F)cc1)N/N=C/c1cccs1,0,-3,-2,4,1,-1,8,3,13
CCN(c1ccccc1)S(=O)(=O)c1ccc(Cl)c(NC(=O)CSc2ncn[nH]2)c1,0,2,16,3,7,3,-9,1,-4
O=C(NCC1CCCO1)c1cccc(NC(=O)c2cccs2)c1 (stereo not given),-5,2,-6,0,-4,-6,7,4,0
CS(=O)(=O)N(CC(=O)N/N=C/c1cccs1)c1cccc(Cl)c1Cl,-5,-1,-5,7,1,-5,-6,-4,-4
# Additional compounds
SMILES,PAFAH2 FP inh,LYPLA1 counter,PME-1 primary,pPAFAH FP inh,PAFAH1B2 FP inh,PAD4 inh,PAFAH1B3 inh,GSTO1 counter,LYPLA2 counter
O=C(N/N=C/C(Cl)=C/c1ccc([N+](=O)[O-])cc1)C(=O)Nc1ccccc1C(=O)O,8,-2,5,0,6,-7,7,6,-6
CC(=O)c1ccc(NC(=O)Nc2ccc(NS(=O)(=O)c3ccc(C)cc3)cc2)cc1,-29,-22,7,7,-7,-6,2,-99,-23
CC1=NN(c2ccccc2)C(=O)C1N=Nc1ccc(C)cc1 (stereo not given),.,1,-2,1,.,0,.,2,1
COc1cc(/C=N/n2nnnc2N)ccc1OCc1c(C)no[n+]1[O-],5,0,1,1,5,0,10,2,0
CCn1ncc(C(=O)Nc2ccccc2C)c1C,3,2,2,0,2,-1,-1,4,5
O=C/C(=C\Nc1ccc(Br)cc1)c1nc2ccccc2o1,7,-5,-5,-2,6,1,-1,8,-9
O=S(=O)(c1ccc2nc(COc3ccc(Cl)cc3Cl)[nH]c2c1)N1CCOCC1,4,-19,0,-4,6,-8,15,-7,-11
O=[N+]([O-])c1ccc(O)c(Nc2ncnc3ccccc23)c1,-2,-2,-2,3,3,3,9,7,3
O=C(C1=NN(c2ccccc2)C2C(=O)N(c3ccccc3Cl)C(=O)C12)c1ccccc1 (stereo not given),-5,-3,-2,0,-5,0,4,-6,1
CCOc1ccc(-c2nnc3ccc(SCC(=O)Nc4nc5ccccc5s4)nn23)cc1,11,-30,-16,-3,5,-2,-2,3,-44
COc1ccc(OC)c(CN2CCN(C(=O)CN3C(=O)NC4(CCCC4)C3=O)CC2)c1,6,-1,-2,2,1,-3,-4,-17,-1
CCn1cc(C(=O)Nc2ccc(F)c(F)c2)cn1,-4,2,-5,5,5,-8,8,2,1
O=C(CSc1ccc(Cl)cc1)N/N=C/c1ccc([N+](=O)[O-])o1,3,-6,8,14,29*,3,6,29,1
CCOC(=O)Nc1ccc2c(c1)N(C(=O)CN(C)C)c1ccccc1CC2,-5,-2,-8,-6,-4,-1,2,-2,-8
Cn1c(-c2ccc3ccccc3n2)[n+](C)c2ccccc21,-5,2,6,4,-1,6,5,0,12
Cc1sc2nc(SCc3ccc(C(=O)O)cc3)n(Cc3ccco3)c(=O)c2c1C,7,1,0,6,1,-7,8,-15,6

# Screening data as filed in PubChem BioAssay.
